SIRT5 inh = inhibitors of human sirtuin-5 desuccinylase | Q9NXA8 | 1.1% of 330,000 active | Purified SirT5, succinyl-peptide AMC, trypsin-coupled fluorescence | AID 652115 | inhibition, % at 15 µM; in the data active = inhibition above about 15%; inconclusive = no clear call, values can overlap the other calls
S100A4 inh HTS = blocks human S100A4 binding to myosin IIA peptide. 0.14% of 360,000 active. inhibition, % at 10.7 µM. S100A4/TAMRA-MyoIIA peptide fluorescence polarization;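 active = mean inhibition of at least 70% across replicates, with every replicate also reaching that level; inconclusive = mean inhibition reaches 70% but some replicates fall short; inactive = mean inhibition below 70%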
Target sequence (P26447 whole entry, looked up): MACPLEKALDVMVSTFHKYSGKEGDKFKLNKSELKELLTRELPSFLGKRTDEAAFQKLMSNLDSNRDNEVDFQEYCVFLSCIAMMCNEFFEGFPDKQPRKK
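Material: S100A4 monomer (human). Medium: Calcium-containing HEPES buffer, pH 7.2. Probe or stimulus: labelled myosin peptide probe, 5 nM. Compound dosing: one concentration per compound. Timing: polarization read 5 min after assay mix addition, stable 5–60 min. Benchmarks: DMSO as neutral control, TFP as positive control.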
LGR2 inh = inhibitors of bursicon-induced Drosophila LGR2 receptor cAMP signaling. AID 720647. HEK293 LGR2, CRE-luciferase, bursicon-stimulated, 4 h. 0.35% of 380,000 active. inhibition, % at 9.99 µM;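 active = drop in luminescence signal, shown as inhibition above about 50% in the replicate tests, limit read from the data, passing the limit was not always enough; inconclusive = probably only some replicates passing the limit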;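 note: agonist challenge used bursicon conditioned medium at about half maximal strength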
Xi reactivation = activators of X-chromosome reactivation in mouse fibroblasts; XiGFP mouse fibroblasts, % GFP-positive cells imaging, 3 d; cells co-treated with 5-aza-dC sensitizer; scaled so ellipticine positive control = 100%; activation, % at 7.58 µM; 0.055% of 360,000 active;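 active = mean normalized replicate activation at least 10% and every replicate at or above 10%; inconclusive = only one of the two criteria met; inactive = mean below 10% and not all replicates reach 10%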;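 note: 0% = median of on-plate neutral control wells and 100% = ellipticine 6 µM median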
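System: SV40-immortalized XiGFP fibroblast cells, line 68-5-11 / Incubation: 3-day compound exposure, then 15 min fixation at room temperature / Compound: single concentration per compound, delivered by pin transfer / Buffer or medium: DMEM plus 5-aza-dC sensitizer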
Statin myotox sup = protects C2C12 myotubes from simvastatin toxicity | ATP luminescence, 48 h; scaled: DMSO 0, geranylgeraniol control 100 | AID 602340 | 0.78% of 330,000 active | rescue of ATP level, % at 7.49 µM;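 active = mean ATP rescue above about 67%, or every replicate alone reaching that limit, limit read from the data, passing the limit was not always enough; inconclusive = no clear call, values can overlap the other calls; inactive = mean under the limit and some replicate under it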;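 note: myotubes were challenged with 10 µM simvastatin during compound exposure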
PGC1a acetyl inh = PGC1a acetylation modulation, inhibitor mode; U2OS PGC1a acetylation, AlphaScreen anti-acetyl-lysine; with virally co-expressed GCN5 acetyltransferase; AID 651687; 0.17% of 350,000 active; inhibition, % at 15.6 µM;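 active = every replicate shows inhibition of at least 40%; inconclusive = mean inhibition at least 40% but some replicate below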;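 note: 0% = neutral control wells and 100% = positive control wells; some results beyond the cut were filed as inactive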
Cneo AK release = Cryptococcus neoformans lysis via adenylate kinase release; 0.2% of 360,000 active; AID 651654; lysis activity, % at 15 µM; C. neoformans lysis, adenylate kinase release luminescence, 4 h; normalised: neutral wells 0, clomiphene wells 100;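 active = mean lysis activity across replicates of at least 80%, whatever share of replicates individually reach that level; inactive = mean lysis activity below 80%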
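Signal: Adenylate kinase release luminescence | Assay system: Log-phase Cryptococcus neoformans yeast cells | Input: Cells at 5 × 10^6 per mL | Buffer or medium: Fresh YPD growth medium | Compound: Single dose | Schedule: Static 4 h at 37 °C with compound, 1 h detection | Controls: Clomiphene | Read-out: Luminescence rise reflecting yeast cell lysis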
ERAP1 inh = blocks human ERAP1 aminopeptidase activity | 0.15% of 340,000 active | recombinant ERAP1, Leu-AMC fluorescence, 60 min | AID 652197 | inhibition, % at 10.7 µM | Q9NZ08;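 active = mean replicate inhibition of at least 30%, or all replicates individually reaching that 30% level; inactive = mean below 30% and not every replicate reaching it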;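 note: 0% = neutral control wells and 100% = L-leucinethiol positive control wells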
Target sequence (Q9NZ08 whole entry, looked up): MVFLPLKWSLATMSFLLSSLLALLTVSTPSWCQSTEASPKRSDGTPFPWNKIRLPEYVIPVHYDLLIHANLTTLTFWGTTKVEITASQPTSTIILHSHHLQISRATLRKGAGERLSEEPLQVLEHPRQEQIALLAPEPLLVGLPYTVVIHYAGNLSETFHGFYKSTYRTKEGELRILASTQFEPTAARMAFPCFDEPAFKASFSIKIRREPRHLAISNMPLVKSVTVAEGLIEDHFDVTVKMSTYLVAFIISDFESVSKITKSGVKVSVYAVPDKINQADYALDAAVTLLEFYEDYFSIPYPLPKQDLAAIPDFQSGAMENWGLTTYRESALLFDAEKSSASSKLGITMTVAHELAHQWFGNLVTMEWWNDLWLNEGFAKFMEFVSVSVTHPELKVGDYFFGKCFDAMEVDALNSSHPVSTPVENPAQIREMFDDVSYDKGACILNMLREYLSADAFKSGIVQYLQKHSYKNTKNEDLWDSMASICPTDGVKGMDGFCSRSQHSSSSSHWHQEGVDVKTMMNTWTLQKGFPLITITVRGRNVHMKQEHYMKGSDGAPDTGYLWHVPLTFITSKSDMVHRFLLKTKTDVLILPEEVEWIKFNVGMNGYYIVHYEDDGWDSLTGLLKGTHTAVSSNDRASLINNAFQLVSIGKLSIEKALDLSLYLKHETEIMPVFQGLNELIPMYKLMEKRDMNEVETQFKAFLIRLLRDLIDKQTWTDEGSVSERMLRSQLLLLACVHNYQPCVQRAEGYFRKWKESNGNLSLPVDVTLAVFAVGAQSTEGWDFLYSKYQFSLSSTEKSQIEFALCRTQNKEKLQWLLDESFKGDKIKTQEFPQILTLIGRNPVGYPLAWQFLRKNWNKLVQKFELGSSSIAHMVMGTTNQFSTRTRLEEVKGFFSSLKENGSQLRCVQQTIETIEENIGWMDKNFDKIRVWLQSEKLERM
Active calls of the source: *; u = inconclusive; x = not tested or not shown; & = joins results of further samples; ! = not confirmed by another sample.

Short forms – A = SIRT5 inh; B = S100A4 inh HTS; C = LGR2 inh; D = Xi reactivation; E = Statin myotox sup; F = PGC1a acetyl inh; G = Cneo AK release; H = ERAP1 inh
#1 Cc1cc2cc(CCNC(=O)c3ccc(S(=O)(=O)N4CCCC4)cc3)c(=O)[nH]c2cc1C
  A: -1; B: -6; C: -19; D: 0.2; E: -11; F: x; G: 0; H: 2
#2 C[C@H](CO)N1C[C@H](C)[C@@H](CN(C)S(=O)(=O)c2cn(C)cn2)OCCCC[C@H](C)Oc2ccc(NS(=O)(=O)c3cccs3)cc2C1=O
  A: 2; B: -43; C: 16; D: 0.0; E: -2; F: -2; G: -2; H: 3
#3 CCCCNC(=O)CSc1nc2c(sc(=S)n2-c2cc(Cl)ccc2OC)c(=O)[nH]1
  A: -2; B: 0; C: 1; D: 0.3; E: -3; F: x; G: -1; H: 1
#4 COc1ccccc1C(=O)NCC(=O)N/N=C/c1ccc2c(c1)OCO2
  A: x; B: -11; C: -16; D: 0.0; E: -12; F: x; G: 11; H: 7
#5 C/C=C/c1ccc([C@H]2[C@H](CO)N3C(=O)CN(Cc4ccc(C)cc4)C[C@@H]23)cc1
  A: 0; B: 0; C: 9; D: 0.6; E: x; F: 0; G: x; H: 0
#6 Cc1cc(C)c(NC(=O)COC(=O)C2CCCO2)c(C)c1 (configuration not stated)
  A: 4; B: -9; C: -15; D: 0.1; E: -1; F: 13; G: 0; H: -5
#7 O=C(OCC(=O)N1CCCC1)c1cc(Br)ccc1Cl
  A: 18*; B: -2; C: -15; D: 0.1; E: x; F: -4; G: x; H: -4
#8 COc1cccc(C(=O)NCCSc2ccc(Br)cc2)c1
  A: 1; B: 4; C: -11; D: 0.0; E: -18; F: -2; G: x; H: -3
#9 O=C(N/N=C/c1ccc([N+](=O)[O-])o1)c1cc(-c2ccncc2)nc2ccccc12
  A: x; B: x; C: -2; D: x; E: 10; F: -47; G: 1; H: x
#10 CCN(CC)C(=O)[C@H]1C[C@H](CC(=O)NC(C)(C)C)C(=O)N2CCc3c([nH]c4ccc(Cl)cc34)[C@]12C
  A: 1; B: 1; C: 8; D: 0.0; E: 7; F: -7; G: 19; H: -5
#11 Fc1ccc2cnc(-c3ccccc3)cc2c1
  A: -4; B: -2; C: -41; D: 0.1; E: 0; F: 3; G: -1; H: x
#12 CCN(CC(=O)Nc1cccc(S(=O)(=O)N2CCCCC2)c1)Cc1ccccc1
  A: 0; B: -1; C: 0; D: 0.2; E: 13; F: x; G: -3; H: 5
#13 COc1ccc(Cc2nnc(SCC(=O)N(C)c3ccccc3)o2)cc1
  A: -2; B: 8; C: 18; D: 0.0; E: x; F: x; G: 0; H: 5
#14 C/C=C/c1ccc(OCCOCCOc2cccc3cccnc23)c(OC)c1
  A: -3; B: -1; C: 5; D: 0.6; E: x; F: x; G: x; H: -1
#15 CN1C(=O)C(Cc2cnc[nH]2)NC1=S (configuration not stated)
  A: -2; B: -8; C: 9; D: 0.1; E: 3; F: 0; G: 2; H: 1

Short forms – A = SIRT5 inh; B = S100A4 inh HTS; C = LGR2 inh; D = Xi reactivation; E = Statin myotox sup; F = PGC1a acetyl inh; G = Cneo AK release; H = ERAP1 inh
#16 O=C(Cc1cnc2ncnn2c1)N1CCc2c([nH]c3ccccc23)C1c1ccccc1F (configuration not stated)
  A: -2; B: -3; C: 20; D: 0.0; E: 6; F: 6; G: 4; H: 0
#17 COc1ccccc1-n1c(-c2ccccc2)c[n+]2c1CCc1ccccc1-2
  A: 112*!; B: 5&-1; C: 35&40; D: 0.1&0.6; E: -118; F: -19; G: 0; H: -2&2
#18 COc1ccc(NC(=O)Nc2ccc3c(c2)C(=O)N([C@@H](C)CO)C[C@@H](C)[C@H](CN(C)C(=O)c2ccccc2)OCCCC[C@H](C)O3)cc1
  A: -1; B: 6; C: 19; D: -0.8; E: u; F: 21; G: 55; H: -2
#19 Cc1cc(C)cc(Nc2cc(C)nc3ncnn23)c1
  A: 1; B: 2; C: 4; D: -0.1; E: -1; F: x; G: 0; H: 21
#20 C[C@@H]1CN([C@H](C)CO)C(=O)c2cc(NC(=O)C3CC3)ccc2O[C@H]1CN(C)C(=O)Nc1ccc(F)cc1
  A: -1; B: -52; C: -4; D: 0.2; E: 9; F: -7; G: 0; H: 6
#21 CC(=O)Nc1ccc(NC(=O)CSc2ccc3nnc(-c4ccccn4)n3n2)cc1
  A: 0; B: -3; C: -6; D: -0.1; E: 15; F: 9; G: -2; H: 5
#22 COc1ccc(S(=O)(=O)Nc2ccc3c(c2)CC(=O)N([C@@H](C)CO)C[C@@H](C)[C@H](CN(C)C)O3)cc1
  A: -2; B: -6; C: 19; D: -1.1; E: -6; F: -7; G: 1; H: 0
#23 CCC(C)NC(=O)CC(C)C (configuration not stated)
  A: 0; B: 3; C: 7; D: 0.1; E: 12; F: 1; G: 6; H: x
#24 O=C(NC1CCCCC1)C1CCCN1S(=O)(=O)c1ccc(Cl)cc1 (configuration not stated)
  A: -6; B: 4; C: 8; D: 0.3; E: 4; F: x; G: 6; H: 4
#25 Cn1c(C(=O)O)cc2cc(Oc3ccccc3)ccc21
  A: x; B: -2; C: 1; D: 0.4; E: 0; F: x; G: 1; H: -1
#26 O=C(C1CCN(S(=O)(=O)c2ccccc2F)CC1)N1CCc2ccccc2C1
  A: 0; B: -4; C: -8; D: 0.3; E: -5; F: 4; G: 8; H: 2
#27 COc1cccc(C(C(=O)NC2CCCCC2)N(C(=O)c2ccco2)c2ccccc2OC)c1 (configuration not stated)
  A: 1; B: 1; C: 26; D: 0.2; E: -17; F: x; G: 1; H: 3
#28 O=C(O)COCC(=O)Nc1ccc(OCCc2ccccc2)cc1
  A: 0; B: -21; C: -10; D: -0.1; E: -7; F: 0; G: 0; H: -1
#29 CCOC(=O)C1=C(COC(=O)COc2ccccc2C=O)NC(=O)NC1C (configuration not stated)
  A: x; B: 4; C: 7; D: 0.3; E: x; F: x; G: x; H: -2
#30 Cc1c(Cl)c(C(=O)NNC(=S)Nc2ccc(F)cc2)nn1C
  A: -22; B: -4; C: -20; D: 0.1; E: 1; F: 5; G: -3; H: 18

Short forms – A = SIRT5 inh; B = S100A4 inh HTS; C = LGR2 inh; D = Xi reactivation; E = Statin myotox sup; F = PGC1a acetyl inh; G = Cneo AK release; H = ERAP1 inh
#31 O=[N+]([O-])c1ccc(S(=O)Cc2ccccc2)c([N+](=O)[O-])c1 (configuration not stated)
  A: -3; B: -1; C: 60*; D: -0.1; E: x; F: x; G: x; H: 0
#32 CC(C)N1C(=O)CCC1C(=O)NC1CCCC1 (configuration not stated)
  A: x; B: x; C: -5; D: x; E: 6; F: -9; G: 3; H: x
#33 COCC(=O)N(C)C[C@H]1Oc2cc(C#CCC(C)C)ccc2S(=O)(=O)N([C@@H](C)CO)C[C@@H]1C
  A: -3; B: 28; C: 4; D: -0.5; E: 1; F: -4; G: 0; H: 0
#34 CCOC(=O)C1(C)C(C(=O)OC)=C(c2ccc(OC)cc2)c2ccccc2N1C(=O)OC (configuration not stated)
  A: -3; B: 0; C: 8; D: 0.0; E: -4; F: -5; G: 1; H: x
#35 COc1ccc(CN(C)C[C@H]2Oc3ccc(NS(=O)(=O)c4ccc(C)cc4)cc3C(=O)N([C@@H](C)CO)C[C@H]2C)cc1
  A: 2; B: -4; C: -7; D: -0.8; E: 11; F: 2; G: 4; H: -6
#36 CS(=O)(=O)N(CC(=O)N1CCN(c2ccc(F)cc2)CC1)C1CCCCC1
  A: x; B: x; C: 13; D: x; E: 5; F: -15; G: 0; H: x
#37 O=P(CCCO)(Cc1ccccc1)Cc1ccccc1
  A: -4; B: -5; C: 9; D: 0.1; E: 7; F: x; G: -5; H: 0
#38 C[C@@H]1CCCCO[C@H](CN(C)C(=O)CCCN(C)C)[C@H](C)CN([C@@H](C)CO)C(=O)c2cc(NS(=O)(=O)c3ccc(Cl)cc3)ccc2O1
  A: -2; B: 2; C: 6; D: 0.1; E: x; F: -12; G: -2; H: -2
#39 Cc1cc(C)c(S(N)(=O)=O)c(C)c1-n1cnnn1
  A: x; B: x; C: 6; D: x; E: 1; F: -11; G: -4; H: x
#40 CCSc1nnc(NC(=O)CCCOc2ccc(C)cc2)s1
  A: 2; B: -2; C: -9; D: -1.0; E: x; F: x; G: x; H: -2
#41 C[C@H]1CN([C@@H](C)CO)C(=O)Cc2cc(NC(=O)NC3CCCCC3)ccc2O[C@H]1CN(C)S(C)(=O)=O
  A: 3; B: -2; C: 6; D: 0.0; E: 5; F: 0; G: -3; H: -1
#42 CCCCN1CC(COCc2ccccc2)Oc2cccc(F)c2S1(=O)=O (configuration not stated)
  A: -6; B: 1; C: 22; D: 0.1; E: -15; F: -19; G: 5; H: 1
#43 Cc1cccc(S(=O)(=O)N[C@@H]2CC[C@H](CCNS(=O)(=O)c3ccccc3F)O[C@H]2CO)c1
  A: -2; B: -5; C: 0; D: 0.8; E: 7; F: 3; G: 3; H: 1
#44 O=C(CCCN1C(=O)/C(=C/c2ccccc2Cl)SC1=S)NNC(=O)c1ccc(Cl)cc1Cl
  A: 0; B: 8; C: 16; D: 4.3; E: x; F: 8; G: x; H: -1
#45 CC(C)C#Cc1ccc2c(c1)O[C@@H](CN(C)C(=O)C1CCC1)[C@@H](C)CN([C@@H](C)CO)S2(=O)=O
  A: x; B: x; C: 3; D: -1.0; E: u; F: -5; G: x; H: x

Short forms – A = SIRT5 inh; B = S100A4 inh HTS; C = LGR2 inh; D = Xi reactivation; E = Statin myotox sup; F = PGC1a acetyl inh; G = Cneo AK release; H = ERAP1 inh
#46 Cc1ccc(S(=O)(=O)N2CCCC(C(=O)NCc3ccccc3F)C2)cc1 (configuration not stated)
  A: -7; B: -2; C: -12; D: 0.3; E: 4; F: x; G: 4; H: -2
#47 COc1ccc2c(=O)c(-c3ccc(C)cc3)c(-c3ccccc3)oc2c1
  A: -4; B: -2; C: -12; D: 0.3; E: -6; F: -5; G: 0; H: x
#48 COc1ccc(-c2c(C)nn3c(C)cc(C)nc23)cc1
  A: -1; B: -4; C: 8; D: 0.0; E: -15; F: -3; G: 3; H: 1
#49 CCOC(=O)C(N=Nc1nn[nH]n1)C(C)=O (configuration not stated)
  A: x; B: 5; C: 2; D: 0.3; E: 8; F: -3; G: 2; H: 3
#50 COCC(C)n1c(SC(C)C(=O)NC2CCCCC2C)nc2ccccc2c1=O (configuration not stated)
  A: 0; B: -2; C: 1; D: -0.1; E: -1; F: x; G: 2; H: 4
#51 Cc1ccccc1S(=O)(=O)N1CCCCN2[C@H](C1)[C@@H](c1ccc(-c3cncnc3)cc1)[C@@H]2CO
  A: 10; B: -16; C: -23; D: 0.2; E: x; F: 8; G: 1; H: -1
#52 COc1ccc(S(=O)(=O)Nc2ccc3c(c2)C(=O)N([C@H](C)CO)C[C@H](C)[C@H](CN(C)Cc2ccccc2)OCCCC[C@@H](C)O3)cc1
  A: x; B: x; C: 0; D: 0.5; E: x; F: 9; G: 3; H: x

Screening data as filed in PubChem BioAssay.

A portion of the library; rates above refer to the full screens.
